Compound activity from PubChem.
GC-A act: GC-A stimulated cGMP production enhancers – HEK293 GC-A cells, cGMP TR-FRET, EC30 ANP, primary screen; AID 1671463, 2021; 370,000 compounds, 0.14% hits; activation, % at 10 µM; Atrial natriuretic peptide receptor 1 (Homo sapiens), P16066; 0% at EC30 ANP, 100% saturating ANP; in the data active means activation above about 40%
DDE Tn6 FP inh: inhibitors of Tn6 peptide binding to fibrin DD(E), primary screen, biochemical, fluorescence polarization, human fibrin, Tn6 probe; Fibrinogen beta chain (Homo sapiens), P02675; Fibrin DD(E) TRITC-Tn6 fluorescence polarization displacement; inhibition, % at 8.3 µM; 370,000 compounds, 0.21% hits; AID 720509, 2013;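 active means inhibition above a per-campaign cutoff: mean of compounds within control limits plus 3 SD, cut at about 15% in these data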;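 further: 0% = median of all compound wells on the plate and 100% = blocking peptide control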
KLK7 zymogen act: proKLK7 zymogen activators, primary screen, biochemical, fluorescence intensity. activation, % at 7 µM. purified proKLK7, EDANS-DABCYL substrate fluorescence; 100% is mature enzyme control, 0% vehicle. Kallikrein-7 (Homo sapiens), P49862. 370,000 compounds, 0.9% hits;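 active means activation above the mean of all tested compounds plus 3 SD, computed per campaign excluding outliers beyond control limits, cut at about 13% in these data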
ADAM10 inh: human ADAM10 inhibitors, primary screen, biochemical, QFRET, HTS; Disintegrin and metalloproteinase domain-containing protein 10 (Homo sapiens), O14672; recombinant ADAM10, EDANS/DABCYL FRET peptide cleavage, 3 h; inhibition, % at 7 µM; 370,000 compounds, 0.62% hits;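 active means inhibition above a per-campaign cutoff equal to the mean of compounds falling between control-based bounds plus 3 SD, cut at about 20% in these data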;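 further: 0% = DMSO wells while the 100% control is not disclosed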
rCAG RNA binder: binders of r(CAG) RNA repeats, primary screen, biochemical, fluorescence | inhibition, % at 3 µM | 370,000 compounds, 1.3% hits | r(CAG) RNA repeat, TO-PRO-1 dye displacement fluorescence;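 active means inhibition above the plate cutoff, the mean of all test compounds on that plate plus 3 SD, cut at about 35% in these data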;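 further: 0% = DMSO alone and 100% = 100 µM mitoxantrone as full dye displacement; higher means more dye released from RNA so lower well fluorescence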
NPR2 activator: human GC-B receptor activators, primary screen, HEK293 GC-B cells, cGMP TR-FRET, EC30 CNP | Atrial natriuretic peptide receptor 2 (Homo sapiens), P20594 | 0% at EC30 CNP, 100% saturating CNP | activation, % at 10 µM | 370,000 compounds, 0.11% hits | AID 1920062, 2024;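 active means activation at 10 µM reaching about 35% in either raw or pattern-adjusted values, limit read from the data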
ARFGAP1 inh: inhibitors of rat ARFGAP1 GAP activity, primary screen, biochemical, fluorescence polarization, GDP tracer. ADP-ribosylation factor GTPase-activating protein 1 (Rattus norvegicus), Q62848. Arfgap1-stimulated ARF1 GTP hydrolysis, GDP FP detection. inhibition, % at 16.5 µM. 360,000 compounds, 0.26% hits;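 active means inhibition above a per-plate limit, mean inhibition of low control wells plus 3 SD, cut at about 25% in these data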;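 further: 0% = DMSO wells with enzyme and 100% = wells lacking Arfgap1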
Target sequence (Q62848 1-136 limits assumed): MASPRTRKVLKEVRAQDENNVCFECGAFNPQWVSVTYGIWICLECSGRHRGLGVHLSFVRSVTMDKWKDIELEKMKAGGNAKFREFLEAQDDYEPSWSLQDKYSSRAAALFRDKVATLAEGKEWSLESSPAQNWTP
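System: truncated rat Arfgap1 GAP domain / Medium: HEPES-based buffer, pH 7.5 / Also added: N-terminally truncated human ARF1-GTP substrate / Incubation: enzyme reaction 120 min at 25 °C after 20 min preincubation / Measured by: FP of antibody-bound GDP Alexa 633 tracer, ex 620/em 688 nm / Replicates: singlicate, each compound tested once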
ASAP1 inh: inhibitors of human ASAP1 ArfGAP activity, primary screen, biochemical, fluorescence polarization; Arf-GAP with SH3 domain, ANK repeat and PH domain-containing protein 1 (Homo sapiens), …; ASAP1-stimulated ARF1 GTP hydrolysis, GDP FP detection; inhibition, % at 16.5 µM; 360,000 compounds, 0.19% hits; in the data active means inhibition above about 25%;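 further: 0% = vehicle with enzyme and substrate and 100% = no enzyme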
Target sequence (Q9ULH1 325-724 limits assumed): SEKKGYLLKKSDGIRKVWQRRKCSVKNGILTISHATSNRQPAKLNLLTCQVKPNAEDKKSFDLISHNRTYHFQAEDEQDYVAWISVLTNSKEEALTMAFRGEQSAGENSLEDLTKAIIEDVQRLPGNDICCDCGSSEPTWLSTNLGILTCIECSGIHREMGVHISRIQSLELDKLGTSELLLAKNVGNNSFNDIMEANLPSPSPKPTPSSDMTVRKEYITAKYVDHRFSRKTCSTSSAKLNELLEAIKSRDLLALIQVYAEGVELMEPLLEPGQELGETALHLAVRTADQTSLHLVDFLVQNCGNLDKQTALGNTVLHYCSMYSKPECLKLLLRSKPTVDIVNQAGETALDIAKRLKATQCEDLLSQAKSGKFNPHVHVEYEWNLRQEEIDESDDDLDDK
sPLA2-III inh: human group III sPLA2 inhibitors, primary screen, biochemical, QFRET, BODIPY PC-A2 liposome substrate | 370,000 compounds, 0.56% hits | QFRET BODIPY PC-A2 liposome hydrolysis, fluorescence | Group 3 secretory phospholipase A2 (Homo sapiens), Q9NZ20 | inhibition, % at 12.2 µM;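 active means inhibition above mean plus 3 SD of compounds lying within the high and low control bounds, cut at about 19% in these data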;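 further: 0% = median of test compound wells and 100% = no enzyme DMSO wells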
Target sequence (Q9NZ20 whole entry, looked up): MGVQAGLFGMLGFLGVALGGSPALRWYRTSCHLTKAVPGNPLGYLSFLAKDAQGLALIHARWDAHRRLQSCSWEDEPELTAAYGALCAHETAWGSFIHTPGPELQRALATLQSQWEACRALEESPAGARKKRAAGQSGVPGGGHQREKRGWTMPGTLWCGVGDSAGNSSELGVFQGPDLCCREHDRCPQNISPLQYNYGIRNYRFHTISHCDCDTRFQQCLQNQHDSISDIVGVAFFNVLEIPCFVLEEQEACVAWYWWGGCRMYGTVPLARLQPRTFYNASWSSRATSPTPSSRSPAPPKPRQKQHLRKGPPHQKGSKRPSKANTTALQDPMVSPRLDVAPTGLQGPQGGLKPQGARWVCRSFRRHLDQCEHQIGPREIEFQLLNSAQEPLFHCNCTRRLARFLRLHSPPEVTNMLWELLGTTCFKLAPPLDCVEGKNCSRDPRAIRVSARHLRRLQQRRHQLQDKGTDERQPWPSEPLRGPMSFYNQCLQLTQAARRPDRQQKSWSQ
GAA850 FXN act: FXN promoter activators, primary screen, cell-based, luciferase luminescence, HEK293 lucGAA850; HEK293 lucGAA850 FXN promoter luciferase reporter, 24 h; percent of 10 µM SAHA response; 360,000 compounds, 0.56% hits; AID 540364, 2011; activation, % at 6 µM;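 active means activation above the average of all compounds screened plus 3 SD, cutoff fixed separately per campaign, cut at about 7.5% in these data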;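 further: 0% = DMSO wells and 100% = 10 µM SAHA wells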
* hit, by the source's call; i = inactive; nt = not tested or not shown. Compounds were not picked by outcome (roughly 4.5% active in at least one column).

SMILES	GC-A act	DDE Tn6 FP inh	KLK7 zymogen act	ADAM10 inh	rCAG RNA binder	NPR2 activator	ARFGAP1 inh	ASAP1 inh	sPLA2-III inh	GAA850 FXN act
CCOc1ccc(/C=N/NC(=O)c2nnn(-c3nonc3N)c2CN2CCC(C)CC2)cc1	-9	4	0.1	-2	2	8	-5	-5	1	2.4
O=C(CCSCc1ccc(Cl)cc1)NCc1cccs1	1	4	0.0	0	-3	-1	-4	-7	2	2.4
CC(=O)c1ccc(NC(=O)Cn2c3ccccc3c3nc(=O)cc(C)n32)cc1	-4	-1	-0.3	1	11	-3	6	6	-1	-0.1
COc1ccc(C(=O)Nc2ccc(NC(=O)c3cc(OC)c(OC)c(OC)c3)cn2)cc1	2	-6	3.2	-130	-2	9	6	5	-9	-2.6
COc1ccc(OC)c(/C=N/NC(=O)c2[nH]nc3c2CCc2ccccc2-3)c1	16	-7	-6.7	-210	7	16	18	-3	-1	3.4
Cc1noc(C)c1CSc1ccccc1C(=O)N(C)CC(=O)Nc1cccc(F)c1	4	-2	0.2	0	-6	3	4	1	-3	0.1
CCOc1cc(CNc2ncnc3nc[nH]c23)ccc1OC	-3	-3	0.1	7	3	5	6	0	-2	-0.3
CCC(=O)c1ccc(OCC(O)CN2CCN(S(=O)(=O)N3CCCCC3)CC2)cc1 (stereo not drawn)	0	12	0.0	-4	-8	4	3	12	-3	0.3
C/C(O)=C(\C#N)c1nc2ccccc2[nH]1	8	-4	0.7	6	1	8	13	-10	5	0.2
CC1(C)Cc2c(sc(NC(=O)C(=O)N3CCCC3)c2C(=O)O)CO1	4	7	-0.3	6	5	1	-1	-1	1	0.1
CN(CC(=O)Nc1ccccc1-c1ccccc1)Cc1ccccc1Cl	-11	1	-0.1	13	-3	-5	-8	0	-10	2.0
COc1ccc(C(=O)NC(C(=O)N2CCN(C/C=C/c3ccccc3)CC2)C(C)C)cc1 (stereo not drawn)	4	15	-0.5	-14	-1	8	-5	-1	-4	-0.5
O=c1oc(=S)oc2c1[C@H](c1ccc(Cl)cc1)O[C@H](C1CC1)C2	-7	8	0.2	-8	0	-8	0	4	5	nt
CC(C)(C)N1CC2([N+](=O)[O-])CN(C(C)(C)C)CC([N+](=O)[O-])(C1)C2	-1	-2	-0.1	4	2	-2	5	7	-1	2.4
CN(C)CCOCCP(=O)(c1ccccc1)c1ccccc1	1	6	-0.6	4	-3	-7	-4	-14	0	0.9
COc1ccc(CCNC(=O)CSc2nc(C)nc3sccc23)cc1OC	-1	4	0.6	-9	-6	-4	-1	6	11	-0.7
O=C(NNC(=S)Nc1ccc(Cl)cc1Cl)c1ccncc1	2	-7	-0.4	21*	18	4	-11	16	1	1.4
COC(=O)C1CN(C(=O)COc2ccc(Cl)cc2C)c2ccccc2O1 (stereo not drawn)	-12	0	0.5	2	-8	-3	-4	-2	2	1.1
Cc1c(CN2CCC(C(=O)Nc3ccc(Oc4ccccc4)nc3)CC2)cnn1C	2	15*	0.2	1	-2	3	-10	3	-2	0.6
O=C(NCc1ccco1)c1nc2c(nnn2Cc2cccc(Cl)c2)c(=O)[nH]1	3	8	0.2	1	11	-5	-6	-18	-1	1.3

Two entries from above, with each value named:
Structure: CN(C)CCOCCP(=O)(c1ccccc1)c1ccccc1
  GC-A act = 1 | DDE Tn6 FP inh = 6 | KLK7 zymogen act = -0.6 | ADAM10 inh = 4 | rCAG RNA binder = -3 | NPR2 activator = -7 | ARFGAP1 inh = -4 | ASAP1 inh = -14 | sPLA2-III inh = 0 | GAA850 FXN act = 0.9

Structure: COc1ccc(CCNC(=O)CSc2nc(C)nc3sccc23)cc1OC
  GC-A act = -1 | DDE Tn6 FP inh = 4 | KLK7 zymogen act = 0.6 | ADAM10 inh = -9 | rCAG RNA binder = -6 | NPR2 activator = -4 | ARFGAP1 inh = -1 | ASAP1 inh = 6 | sPLA2-III inh = 11 | GAA850 FXN act = -0.7

(listing goes on)
SMILES	GC-A act	DDE Tn6 FP inh	KLK7 zymogen act	ADAM10 inh	rCAG RNA binder	NPR2 activator	ARFGAP1 inh	ASAP1 inh	sPLA2-III inh	GAA850 FXN act
O=C(Nc1nc2ccsc2c(=O)s1)c1ccco1	1	1	0.2	2	-1	3	0	-5	-2	2.5
CCn1c(SCc2nc(-c3cccs3)no2)nnc1-c1c[nH]c2ccccc12	-8	-11	0.2	12	9	-4	10	3	-53	-2.3
COc1ccc(N2CCN(C(=O)COC(=O)Cc3cccc(OC)c3)CC2)cc1	1	0	-0.3	2	-7	3	-3	-2	1	0.7
COc1ccc(CCNC(=S)N2CCN(S(=O)(=O)c3cccc(F)c3)CC2)cc1	2	9	0.0	-4	-3	2	-2	-9	15	-0.7
O=C(CC(NC(=O)c1ccccc1)c1ccccc1)Nc1ccc(F)c(F)c1 (stereo not drawn)	-3	7	-0.5	13	1	-2	6	1	-20	-0.7
Cc1ccc(-c2ccccc2NC(=O)CS(=O)CC(=O)Nc2ccc(C)c(Cl)c2)o1 (stereo not drawn)	-7	5	-0.1	-17	-1	-2	0	1	-2	1.9
CNc1ccc(/C=C2\COc3ccccc3C2=O)cc1[N+](=O)[O-]	0	8	-0.5	9	5	-1	-2	3	3	0.2
CCCNC(=O)C(Cc1ccc(I)cc1)NC(=O)C1CC1 (stereo not drawn)	0	-9	-0.5	-7	0	0	9	0	2	-0.8
CCOc1ccc(S(=O)(=O)Nc2ccc(C(=O)NCC(c3ccccc3)N(C)C)cc2)cc1 (stereo not drawn)	0	-5	0.1	-4	-4	2	2	3	-29	-0.6
O=C(Nc1ccc(S(=O)(=O)N2CCCCC2)cc1)c1ccncc1	-4	-3	-0.2	7	-2	-1	3	4	0	2.1
O=C(Nc1nc(=O)c2ccccc2s1)c1ccccc1	3	-1	1.6	-48	3	-3	-8	-10	1	2.8
CCOC(=O)C1CCCCN1C(=O)CCc1c(C)nc2cc(-c3ccccc3)nn2c1C (stereo not drawn)	3	4	-0.6	-21	0	7	-7	-8	-3	-10
CC[C@@H]1CC=C[C@H]2[C@H]1C(=O)N(Cc1ccccc1)[C@H]2c1ccc(OC)c(Cl)c1	-12	-5	-0.1	4	1	-12	-11	1	-2	1.5
COc1ccc(/C=C/C(=O)NC(=S)Nc2ccccc2)cc1OC	3	1	-1.4	-2	1	0	9	-6	2	-0.9
Cc1c(-c2ccccc2)oc2c(C(=O)OCC(=O)Nc3ccc(F)cc3)cccc2c1=O	0	7	0.0	-4	-2	3	-7	9	0	2.0
COc1ccc(C2CC23N=C(c2ccccc2)OC3=O)cc1 (stereo not drawn)	-17	-5	0.2	-10	3	-9	-10	-6	3	1.9
O=C1NC(=O)C2(CCCC2c2ccccc2)N1 (stereo not drawn)	3	0	-0.1	1	-1	4	0	-8	-5	0.5
CCn1c(/C=C/c2ccc([N+](=O)[O-])o2)nc2ccccc2c1=O	nt	7	0.4	-9	7	nt	0	17	-1	-12
Cc1ccc(-n2c(SCC(=O)c3ccccc3Br)nnc2-c2ccncc2)cc1	-6	-5	0.5	-3	9	-11	nt	nt	-30	nt
O=C(COC(=O)CSCC(=O)N1CCCCC1)Nc1ccc(Cl)cc1	-1	7	-0.1	-8	-5	-7	-1	8	3	4.0

(continued)
SMILES	GC-A act	DDE Tn6 FP inh	KLK7 zymogen act	ADAM10 inh	rCAG RNA binder	NPR2 activator	ARFGAP1 inh	ASAP1 inh	sPLA2-III inh	GAA850 FXN act
CCC(C)NC(=O)CSc1nc2ccccc2c(=O)n1CCCC(=O)NCC1CCCO1 (stereo not drawn)	-2	-6	0.2	4	4	-2	-5	-2	4	-1.2
COc1ccc(C(=O)Nc2ccccc2C(=O)N/N=C/c2ccccn2)cc1OC	9	-7	-0.2	1	2	10	11	3	-7	10*
Cc1ccc(S(=O)(=O)N2CCCCCC2)cc1C(=O)Nc1cccnc1	-2	-12	0.2	-11	-4	0	-7	1	-15	-0.4
CCN(CC(=O)Nc1ccc(S(=O)(=O)N2CCCCC2)cc1)Cc1ccccc1	0	-3	0.0	-4	-4	2	10	5	-2	2.2
CCCCc1[nH]nc2c1C1(C(=O)N(CC)c3ccccc31)C(C#N)=C(N)O2 (stereo not drawn)	-5	-2	-0.6	-3	-2	-4	-2	3	-7	2.4
COc1cc(CNn2c(C)n[nH]c2=S)cc(Cl)c1OCc1ccc(F)cc1	2	3	0.6	8	3	-3	6	-3	-1	1.7
COC(=O)c1sc(NC(=O)CSc2nnc(C(C)C)n2C)nc1C	2	-2	0.8	-3	-4	5	-4	-8	-2	-1.9
COc1cc(/C=C/C(=O)Nc2nnc(CC(C)(C)C)s2)cc(OC)c1OC	3	-2	-4.2	-34	0	-1	2	6	8	-1.5
COCCn1nnnc1C(c1ccc2ncccc2c1)N1CCN(c2ccccc2F)CC1 (stereo not drawn)	1	-3	0.1	-10	-3	6	5	0	12	0.5
Cc1ccc(-c2cc(C(=O)OCC(=O)NC3CC3)c3ccccc3n2)cc1	-1	-4	-28	i	3	-1	6	4	-14	-0.6
Cc1ccc2c(c1)[C@H]1[C@H](CO2)[C@H](c2ccccc2)[C@]2(C)C(=O)Nc3cc(F)c(F)cc3C(=O)N12	-8	-13	-1.0	12	20	-8	5	4	7	-9.5
O=C(CCN1C(=O)c2ccccc2C1=O)C1=NN[C@@H]2C(=O)N(c3ccc4c(c3)OCO4)C(=O)[C@H]12	-2	-1	0.1	9	9	1	-6	1	0	1.8
O=C(CCCN1C(=O)/C(=C\c2ccccc2)SC1=S)Nc1ccc(O)cc1C(=O)O	-1	2	0.3	-2	80*	5	-12	-3	-29	-2.4
O=C(COC(=O)/C=C/c1ccc(Br)o1)Nc1ccc2[nH]c(=O)[nH]c2c1	3	5	0.3	-8	3	-2	4	-12	2	0.5
CCOC(=O)c1ccc(NC(=O)CN2C(=O)CSC2=O)cc1	-2	-2	-0.6	1	0	2	-1	-2	-28	0.4
CCCS(=O)(=O)Nc1cccc(-c2ccc3nnc(C)n3n2)c1	1	8	0.3	-3	2	-5	-4	0	1	0.5
O=C(CNC(=O)COc1ccccc1)NCc1cccnc1	-1	1	0.1	3	0	3	4	6	-4	0.1
O=C(CCCCCn1c(=S)[nH]c2ccc(N3CCOCC3)cc2c1=O)NCCc1ccccc1	-2	0	-4.3	-59	-1	-4	-3	-11	17	2.5
CCn1c(SCC(=O)Nc2cccc(OC)c2)nc2ccccc2c1=O	6	-4	0.3	-4	0	-2	-1	5	-25	2.4
CCOc1ccc(C(=O)NC(=S)N(Cc2ccccc2)Cc2ccccc2)cc1	-7	-5	-1.1	13	3	5	12	12	-3	-0.8
